# S1P1 ag-PAM: S1P1 (human) agonism or agonism potentiation | P21453 | S1P1 CRE-bla cells, forskolin, beta-lactamase FRET, potentiator mode; S1P1 agonist co-added at EC20, 2 nM; 100% = saturating reference agonist, 0% = basal | activation, % at 9.5 µM | hit rate 0.57% among 56,000;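 active = activation above a cutoff set at the mean activation of all tested compounds plus 3 SD, cut at about 54% in these data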;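 also: forskolin at 4 µM as EC80 and the EC20 agonist is SEW2871; 100% = SEW2871 at its EC100 plus forskolin at EC80; some compounds past the cut are filed as inactive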
# S1P3 agonist: S1P3 (human) receptor agonism; Q99500; S1P3 NFAT-BLA reporter cells, FRET ratio; relative to 1 µM S1P, basal subtracted; activation, % at 4.5 µM; hit rate 0.1% among 60,000;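 active = activation above the screen-wide mean plus 3 SD, cut at about 4.5% in these data, passing the limit was not always enough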; also: some compounds called inactive have numbers as strong as hits
#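 Assay system: stable CHO line with human S1P3, Gα16, NFAT-BLA reporter; Detection: FRET β-lactamase substrate fluorescence, excitation 405 nm, 460/535 nm emission ratio, background-subtracted; Read-out: percent activation versus median 1 µM S1P response, basal-subtracted, per plate; Incubation: cells plated overnight, compound 4 h 37 °C, substrate 2 h RT.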
# M1 ag: activates the M1 muscarinic receptor; CHO-M1 cells, Fluo-4 calcium fluorescence, agonist mode; stronger effect = higher value; B-score at 10 µM; hit rate 3% among 64,000;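 active = fluorescence rise, raw or as B-score row- and column-corrected plate score, outside the 99.7% band of its plate's samples, either direction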
# HTR1E agonist: agonists of human 5-HT1E serotonin receptor. hit rate 0.69% among 65,000. CHO 5-HT1E Ga15 NFAT-bla reporter, FRET; 0% DMSO wells, 100% control agonist wells. P28566. activation, % at 6 µM. AID 574;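 active = activation above a set limit, the screen-wide mean activation plus 3 SD, cut at about 8.5% in these data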;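 also: 100% = positive control agonist at 1 µM giving full maximal response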
# Target sequence (P28566 whole entry, looked up): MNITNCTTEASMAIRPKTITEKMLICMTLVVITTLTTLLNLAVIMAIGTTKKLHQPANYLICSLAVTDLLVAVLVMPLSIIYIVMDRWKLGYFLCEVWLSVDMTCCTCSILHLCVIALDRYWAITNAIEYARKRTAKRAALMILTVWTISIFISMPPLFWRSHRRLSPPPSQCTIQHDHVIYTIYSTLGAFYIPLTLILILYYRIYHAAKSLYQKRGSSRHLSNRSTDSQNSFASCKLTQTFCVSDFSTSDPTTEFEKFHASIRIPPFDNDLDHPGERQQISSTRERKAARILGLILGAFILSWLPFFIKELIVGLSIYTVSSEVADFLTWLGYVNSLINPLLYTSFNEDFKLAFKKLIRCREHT
# 5HT1a ag: activates the human 5-HT1a serotonin receptor; P08908; activation, % at 10 µM; CHO 5-HT1a Ga15 NFAT-bla reporter, FRET ratio; 0% basal, 100% maximal reference agonist; hit rate 0.56% among 65,000;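 active = activation above the screen-wide mean activation plus 3 SD, cut at about 19% in these data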;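 also: 0% = DMSO wells and 100% = 5-CT at EC100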
# Target sequence (P08908 whole entry, looked up): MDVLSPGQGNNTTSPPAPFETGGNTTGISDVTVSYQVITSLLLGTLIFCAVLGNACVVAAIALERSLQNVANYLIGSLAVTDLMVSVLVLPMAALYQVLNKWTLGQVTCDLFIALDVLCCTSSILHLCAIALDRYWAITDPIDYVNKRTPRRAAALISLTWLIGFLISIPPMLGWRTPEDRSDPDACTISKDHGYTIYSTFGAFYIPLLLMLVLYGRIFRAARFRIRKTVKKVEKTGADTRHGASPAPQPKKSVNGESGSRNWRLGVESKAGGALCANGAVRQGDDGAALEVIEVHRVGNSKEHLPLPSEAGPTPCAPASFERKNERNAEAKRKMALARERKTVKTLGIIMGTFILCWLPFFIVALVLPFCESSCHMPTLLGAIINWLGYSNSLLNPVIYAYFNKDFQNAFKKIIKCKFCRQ
# 5HT1a antag: blocks the human serotonin 5-HT1a receptor; inhibition, % at 10 µM; hit rate 0.68% among 62,000; CHO 5-HT1a Ga15 NFAT-bla reporter, antagonist mode; P08908;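 active = inhibition above the mean of all tested compounds plus 3 SD, cut at about 43% in these data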;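 also: receptor stimulated by 5-CT agonist at 100 nM near EC80; beta-lactamase reporter measured by ratiometric fluorescence of a cleavable substrate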
# HTR1E antagonist: blocks the human 5-HT1E serotonin receptor. P28566. inhibition, % at 6 µM. hit rate 0.99% among 65,000. CHO 5-HT1E Ga15 NFAT-bla reporter, FRET, antagonist;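 active = inhibition above a set limit, the mean inhibition across every tested compound plus 3 SD, cut at about 29% in these data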;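 also: signal is the 460 over 535 nm emission ratio of beta-lactamase substrate; 0% = agonist plus DMSO wells and 100% = wells without agonist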
# Jurkat viability: cytotoxicity toward Jurkat cells | Jurkat E6.1 viability, ATP luminescence, 48 h | hit rate 1.2% among 56,000 | inhibition, % at 4 µM | AID 463;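 active = inhibition above the mean inhibition of all tested compounds plus 3 SD, cut at about 28% in these data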
# M1 antagonist: antagonists of rat M1 muscarinic receptor; CHO-M1 cells, Fluo-4 calcium, ACh EC80 antagonist mode; stronger effect = lower value; B-score at 10 µM; hit rate 3.4% among 64,000; AID 628;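 active = calcium fluorescence response, raw or row-and-column corrected B-score, differing from the plate sample mean either way at a set confidence level, mostly lower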
# The depositor's hits bear a star; · = no result given.
SMILES,S1P1 ag-PAM,S1P3 agonist,M1 ag,HTR1E agonist,5HT1a ag,5HT1a antag,HTR1E antagonist,Jurkat viability,M1 antagonist
CC(=O)c1cc2c(cc1NC(=O)CN1CCOCC1)OCO2,-13,-1.1,0.31,-1.2,-2.7,11,5,-4,-0.0023
COc1ccc(-n2c(SCC(=O)c3c(N)n(C)c(=O)n(C)c3=O)nc3ccccc32)cc1,-9,0.2,-0.99,0.1,0.9,3,17,2,-0.00066
CCCCS(=O)CC(COCc1ccccc1)OC(=O)CSc1nc(C)cc(C)n1 (configuration not stated),-17,-0.4,-0.014,0.9,-0.2,-6,-14,-6,0.11
CC(Oc1cccc(Cl)c1)C(=O)Nc1cc(=O)n(C)c(=O)n1C (configuration not stated),5,-1.2,-0.35,0.3,-0.7,6,7,2,0.19
CC1CCCN(S(=O)(=O)c2ccc(C(=O)Nc3nnc(-c4ccccc4Cl)o3)cc2)C1 (configuration not stated),13,0.1,1.3,0.7,-0.7,-7,-17,2,0.63
Cc1cc(=O)n2nc(N3CCCC(C(=O)NCc4ccco4)C3)sc2n1 (configuration not stated),0,-0.3,-0.31,0.3,1.0,5,3,2,0.41
Cc1cc(C)nc(NC(=O)CSc2nn(C)c(=S)s2)n1,16,-0.4,-0.067,-0.6,-0.3,3,2,3,1.2
CCOC(=O)c1cccc(NC2c3ccccc3C(=O)N2Cc2ccco2)c1 (configuration not stated),21,-0.9,1.5,0.7,0.0,6,5,25,-0.24
c1ccc(-n2nnc3cnccc32)cc1,-2,0.1,0.66,1.4,-2.2,-5,-10,0,0.75
Cc1ccc(SCCC(=O)NCC2CCCO2)cc1 (configuration not stated),·,-1.0,-0.4,-2.2,0.7,1,-2,-2,0.37
CSc1sc(C(=O)O)c2c1C(=O)CCC2,-14,-1.9,-1,-0.1,-0.1,·,5,·,0.09
CCN(C(=O)c1ccccc1Cl)c1ccccc1,7,-0.4,-0.19,-0.3,-4.6,10,1,13,-0.049
CC1=C(C)CC(C(=O)Nc2cccc(Cl)c2)C(C(=O)O)C1 (configuration not stated),3,-0.6,·,-1.2,-0.9,7,9,1,·
O=C(c1ccc(F)cc1F)N(Cc1ccccn1)Cc1ccco1,-1,-1.4,0.013,-0.3,-3.5,-3,-12,-9,0.29
CCCOc1ccc(NC(N)=O)cc1OCCC,3,0.3,0.076,-0.7,-2.7,-4,-8,6,2.6
CN1CCN(C(=O)CSc2nc(-c3cccs3)cc(-c3cccs3)c2C#N)CC1,67*,-0.6,5.7*,3.9,-3.6,5,20,11,-1.1
Cc1ccccc1OCC(=O)N(Cc1nc(-c2ccccc2)no1)C(C)C,-14,-0.8,·,0.3,-0.4,10,2,-2,·
CS(=O)(=O)N(CC(=O)N1CCOCC1)c1ccc2c3c(cccc13)CC2,20,0.2,0.16,0.1,0.4,7,21,2,0.098
COc1ccc(C(=O)Nc2cc(Cl)ccc2Cl)c(OC)n1,-3,-1.8,-0.3,-0.2,0.2,-2,4,-7,-0.093
CCc1ccccc1N(CC(=O)NCc1ccco1)C(=O)c1snc(C(N)=O)c1N,-1,-0.8,0.038,-1.1,1.4,2,4,10,0.054
O=C(NCc1ccco1)c1ccc(CS(=O)(=O)c2cccc(C(F)(F)F)c2)o1,-3,1.0,-2,-0.9,-1.0,12,0,2,0.036
COc1ccc(OC)c(CCNC(=O)CN2C(=O)CC(C)(C)S(=O)(=O)c3ccccc32)c1,-18,-0.6,1.8,-1.3,0.6,3,3,0,0.3
CC(=O)N1C(=O)C2(C(C#N)=C(N)Oc3n[nH]c(-c4ccccn4)c32)c2ccccc21 (configuration not stated),13,-0.2,0.11,-0.1,-1.6,4,7,-2,-0.073
COc1cccc(NC(=O)c2ccccc2SC)c1,-3,-0.4,0.36,-0.4,-3.0,22,-1,-9,-0.33
CC(C(=O)N1CCCc2c1c(=O)oc1ccc(O)cc21)N1CCc2ccccc2C1 (configuration not stated),-15,-0.9,0.39,0.6,-0.9,12,-3,-4,-0.74
CN(C(=O)CCN1C(=O)C(C)(C)Nc2ccccc21)c1ccccc1,-20,-0.6,-0.63,0.2,-1.8,4,8,3,-0.053
NC(=O)CSc1nnc(-c2cccnc2)n1CCc1ccccc1,-16,-0.6,0.072,-0.4,-1.7,-3,9,-4,0.025
CCCCNC(=O)c1ccccc1NC(=O)c1ccccc1N(C)S(C)(=O)=O,-12,0.8,0.89,-0.3,0.8,-13,-8,3,0.017
COc1cc(C2=NOC(C(=O)N3CCCc4ccccc43)C2)cc(OC)c1OC (configuration not stated),-32,1.2,2.2,0.5,2.0,-17,9,-1,0.54
Cc1cc(C(=O)N2CCN(Cc3ccc4c(c3)OCO4)CC2)cs1,1,-0.6,-0.1,-1.1,-1.5,7,-6,3,0.012
COc1ccc(C(C)C)cc1S(=O)(=O)Nc1ccc(Cl)cn1,2,0.4,0.34,-0.8,-1.4,-10,1,-7,0.41
COc1ccc(C2C(CC(=O)O)=C(O)C(=O)N2c2ccccc2)cc1 (configuration not stated),17,-1.8,-0.63,-0.4,0.2,-2,-8,3,0.32
Cc1cc(OCCCC(=O)N2CCCCC2)cc(C)c1Cl,·,-1.4,0.13,-0.2,-1.2,7,-3,2,-1.1
c1ccc2c(c1)ncn2Cc1nnc2sc(-c3ccncc3)nn12,-17,-0.6,-0.064,-0.1,-1.5,4,-7,0,0.85
CCCSc1n[nH]c(NC(C)=O)n1,-4,-1.0,0.49,0.9,-1.1,-9,2,-1,-0.036
O=C(NC1CCCC1)c1ccc(COCC(F)(F)C(F)F)o1,·,-0.8,1.2,0.0,-0.8,4,-3,-2,-0.17
CC(C)=C(C#N)c1nc2ccccc2s1,12,0.0,1.2,-0.4,0.1,14,1,-6,0.028
CC(C)C(c1nnnn1CC1CCCO1)N1CCN(Cc2ccc3c(c2)OCO3)CC1 (configuration not stated),-14,-1.0,-0.015,0.0,-0.3,2,1,-2,0.19
O=C(Nc1ccc2c(c1)OCO2)c1cccc(S(=O)(=O)N2CCCC2)c1,·,-1.1,0.6,-0.5,-3.0,6,23,8,-1.5
Cc1ccc(Cl)cc1NC(=O)C1CCCN(S(=O)(=O)c2c(C)noc2C)C1 (configuration not stated),-6,-0.4,-1.5,-1.5,-2.9,7,-20,-3,-0.0017

# Full records, quoted from the list. Order of values: S1P1 ag-PAM | S1P3 agonist | M1 ag | HTR1E agonist | 5HT1a ag | 5HT1a antag | HTR1E antagonist | Jurkat viability | M1 antagonist
# Cc1cc(C(=O)N2CCN(Cc3ccc4c(c3)OCO4)CC2)cs1 is entered as 1 | -0.6 | -0.1 | -1.1 | -1.5 | 7 | -6 | 3 | 0.012
# O=C(NC1CCCC1)c1ccc(COCC(F)(F)C(F)F)o1 is entered as · | -0.8 | 1.2 | 0.0 | -0.8 | 4 | -3 | -2 | -0.17

# Shown with two lines to a compound: 2 of the compounds above.
# Under each structure – S1P1 ag-PAM | S1P3 agonist | M1 ag | HTR1E agonist | 5HT1a ag | 5HT1a antag | HTR1E antagonist | Jurkat viability | M1 antagonist
COc1ccc(C(C)C)cc1S(=O)(=O)Nc1ccc(Cl)cn1
→ 2 | 0.4 | 0.34 | -0.8 | -1.4 | -10 | 1 | -7 | 0.41
COc1ccc(C2C(CC(=O)O)=C(O)C(=O)N2c2ccccc2)cc1 (configuration not stated)
→ 17 | -1.8 | -0.63 | -0.4 | 0.2 | -2 | -8 | 3 | 0.32

# Continuation.
SMILES,S1P1 ag-PAM,S1P3 agonist,M1 ag,HTR1E agonist,5HT1a ag,5HT1a antag,HTR1E antagonist,Jurkat viability,M1 antagonist
CCc1noc2c1/C(=N\O)CC(c1ccccc1)C2 (configuration not stated),10,-1.0,0.19,-1.3,-3.1,-3,8,9,-0.056
c1ccc2sc(N3CN(CCN4CCOCC4)CN(c4nc5ccccc5s4)C3)nc2c1,-2,-0.4,-0.82,0.9,-4.1,-4,4,2,-0.34
CC1(C)Cc2ccccc2-c2nnc(-c3ccccc3)n21,-13,-0.9,-0.55,-0.6,1.1,19,-14,4,0.26
Cn1cnnc1Sc1nc2c(c(=O)n(C)c(=O)n2C)n1Cc1ccccc1Cl,-10,-0.9,0.26,-0.4,-0.4,-4,1,3,0.65
CCN1C(=O)CC(N2CCN(C(c3ccccc3)c3ccccc3)CC2)C1=O (configuration not stated),·,-0.2,0.23,0.5,-1.2,-11,-8,-2,-0.25
CCCCC(=O)NCCNc1nc2c(c(=O)n(C)c(=O)n2C)n1Cc1ccccc1,1,-0.2,1.7,1.6,-0.6,-18,-8,2,0.19
c1coc(CNc2c3c(nc4ncnn24)CCC3)c1,0,-1.0,0.033,-1.7,2.4,1,3,5,-1.1
COc1cc(C(=O)Nc2cccc(-c3nc4ccccc4o3)c2C)cc(OC)c1OC,-19,-2.2,0.37,0.6,-1.5,4,2,-11,0.52
C=CCN1C(=O)C(C)(C)Nc2ccccc21,-21,0.7,-0.36,0.9,-2.3,-4,-13,-1,0.069
CCOc1ccc(OCC)c(NC(=O)CN(c2ccc(C)cc2)S(=O)(=O)c2c(C)noc2C)c1,18,-0.9,-1.3,1.0,3.1,19,5,2,-0.74
O=C(NCc1ccc(F)cc1)C(c1cccs1)N(C(=O)c1csnn1)C1CC1 (configuration not stated),8,-1.5,-0.11,-0.7,-0.2,11,-6,11,0.54
CCc1ccc2c(CN3CCN(S(=O)(=O)c4ccc5c(c4)OCCO5)CC3)cc(=O)oc2c1,15,0.0,0.042,0.8,2.2,-2,9,10,0.44
COc1cc(C(=O)Nc2ccc3c(c2)OCCO3)c(-n2cnnn2)cc1OC,-7,-0.1,1.5,-0.6,-4.7,-8,-1,-1,0.91
c1ccc(Cn2ncc3c(NCc4ccco4)ncnc32)cc1,11,-1.0,-1.1,-1.1,-2.2,9,3,4,-0.74
O=C(O)C1C2C=CC(C2)C1C(=O)Nc1ccc(C(=O)N2CCCCC2)cc1 (configuration not stated),·,-1.2,-0.59,0.8,-3.3,-8,0,-1,0.55
C=CCSc1nnc(Cc2c(C)[nH]c3ccccc23)o1,6,0.5,0.43,-0.6,-4.6,1,4,-1,0.27
CC1CCN(S(=O)(=O)c2cn(CC(=O)N3CCN(C)CC3)c(=O)c3ccccc23)CC1,1,-0.4,-0.099,-1.4,1.6,4,2,3,0.12
CC1CCCC(C)N1C(=O)CSc1nnc(C2CCCCC2)o1 (configuration not stated),10,-1.0,-0.27,-0.2,-0.8,2,-1,0,-0.11
CCOc1ccc(N2C(=O)CC(NCc3ccc(F)cc3)C2=O)cc1 (configuration not stated),·,-0.3,0.96,-0.5,-3.4,-2,-1,2,-0.14
CCCN1CCN(CCCNC(=O)Cn2nc(-c3ccc(Cl)cc3)ccc2=O)CC1,9,0.1,0.3,0.1,-1.1,-3,-5,-7,-0.62
NS(=O)(=O)c1ccc(-c2ccc(C=NC3CCS(=O)(=O)C3)o2)cc1 (configuration not stated),2,-5.5,-0.2,-0.8,-0.1,·,2,·,0.74
CC(C)CCN1C(=O)c2ccc(C(=O)NCC3CCCO3)cc2C1=O (configuration not stated),-13,-1.1,1.3,-1.0,-2.9,22,6,7,-0.45
CCCc1cc(=O)[nH]c(SCC(=O)OCc2ccccc2)n1,-6,-1.5,-0.24,0.0,-2.6,2,-3,2,-0.4
COc1ccccc1N1CCN(C(=O)CSc2nc3ncnc(N)c3[nH]2)CC1,·,-0.8,0.84,2.7,0.8,-8,1,-3,0.29

# Compound activity as filed in PubChem BioAssay.
